Compound activity from PubChem BioAssay.
GPR7 antagonist – antagonists of human GPR7 (neuropeptides B/W receptor 1); actives 1.1% (n = 290,000); AID 1861; inhibition, % at 4.4 µM; GPR7-expressing cells, fluorescence antagonist assay; in the data active means inhibition above about 16%, passing the limit was not always enough;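 further: cells stimulated with the agonist NPW; 0% = agonist with vehicle and 100% = vehicle without agonist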
Target sequence (P48145 whole entry, looked up): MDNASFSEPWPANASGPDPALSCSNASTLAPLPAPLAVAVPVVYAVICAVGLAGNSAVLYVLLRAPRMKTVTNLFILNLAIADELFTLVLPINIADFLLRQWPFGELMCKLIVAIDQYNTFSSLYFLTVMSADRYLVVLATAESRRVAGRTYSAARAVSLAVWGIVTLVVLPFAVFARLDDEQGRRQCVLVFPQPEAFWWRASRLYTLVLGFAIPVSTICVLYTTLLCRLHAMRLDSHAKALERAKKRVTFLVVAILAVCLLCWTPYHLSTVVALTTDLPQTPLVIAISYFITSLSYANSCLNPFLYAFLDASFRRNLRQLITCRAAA
p-CIP stab down – lowers stability of the mouse p/CIP coactivator protein; Q05BA5; F442A p/CIP-EGFP cells, EGFP fluorescence, 16 h; decrease of EGFP signal, % at 10 µM; actives 0.01% (n = 290,000);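 active means EGFP signal decrease of at least 30% at 10 µM or well 3 SD below plate mean, unless failing retest; inactive means the rest, including hits failing retest or dose response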; further: some compounds called inactive have numbers as strong as hits; many of its hits are not listed in these tables
IDE cell inh – inhibits human insulin-degrading enzyme in HEK cells. FAbetaB cleavage, fluorescence polarization. inhibition, % at 5.59 µM. actives 0.41% (n = 320,000). AID 434962;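 active means percent inhibition above the average of all tested compounds plus 3 SD, set per screening campaign, cut at about 16% in these data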;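 further: IDE supplied by intact live HEK cells; FP after avidin binding of uncleaved biotin substrate so inhibition keeps polarization high; 0% = DMSO wells and 100% = 60 µM reference IDE inhibitor Ii1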
PHOSPHO1 block – PHOSPHO1 (human) inhibition; recombinant PHOSPHO1, absorbance phosphatase assay; inhibition, % at 13.3 µM; actives 1.1% (n = 290,000); AID 1565; in the data active means inhibition above about 60%
Target sequence (Q8TCT1 whole entry, looked up): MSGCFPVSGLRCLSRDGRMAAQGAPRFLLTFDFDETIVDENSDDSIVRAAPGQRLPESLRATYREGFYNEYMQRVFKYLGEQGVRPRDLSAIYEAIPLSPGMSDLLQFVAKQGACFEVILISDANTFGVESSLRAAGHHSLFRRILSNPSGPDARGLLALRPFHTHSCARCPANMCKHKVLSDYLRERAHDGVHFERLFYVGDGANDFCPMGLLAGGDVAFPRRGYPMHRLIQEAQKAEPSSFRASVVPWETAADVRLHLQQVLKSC
M18AAP inhibitor – PfM18AAP enzyme inhibition | inhibition, % at 7.35 µM | AID 1822 | actives 1.2% (n = 290,000) | recombinant PfM18AAP, H-Glu-NHMec fluorogenic cleavage;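 active means inhibition above the campaign mean inhibition over all tested compounds plus 3 SD, cut at about 28% in these data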;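 further: 0% = plate median of test compound wells and 100% = 2 mM ZnCl2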
VIM-2 inh – blocks Pseudomonas aeruginosa VIM-2 metallo-beta-lactamase. purified VIM-2, nitrocefin hydrolysis, epi-absorbance fluorescence. inhibition, % at 5.6 µM. actives 0.89% (n = 290,000). AID 1527;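 active means inhibition above the mean of all tested compounds plus 3 SD, cutoff set per screening run, cut at about 7.5% in these data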;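 further: red hydrolysis product quenches plate fluorescence so inhibitors raise well fluorescence; 0% = enzyme with DMSO and 100% = DMSO without enzyme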
IDE cell activ – IDE (human) activation, cell-based; P14735; HEK cells, FAbeta-B cleavage, fluorescence polarization; 0% vehicle, 100% cell-free pure enzyme wells; activation, % at 5.96 µM; actives 0.073% (n = 340,000); AID 493087;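 active means activation above the mean of all tested compounds plus 3 SD, set per screening campaign, cut at about 17% in these data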
NALP1 inh – NALP1 inhibition; S. cerevisiae NALP1/ASC/caspase-1 growth, X-gal OD620, 72 h; inhibition, % at 10 µM; actives 0.61% (n = 280,000); AID 2071; in the data active means inhibition mostly above about 24%, no sharp cut-off; inactive means mostly below about 32%; further: some compounds called inactive have numbers as strong as hits
IMP-1 inh – inhibitors of Pseudomonas aeruginosa IMP-1 metallo-beta-lactamase | actives 0.45% (n = 290,000) | purified IMP-1, nitrocefin hydrolysis, epi-absorbance fluorescence | inhibition, % at 5.6 µM;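 active means inhibition above the mean plus 3 SD of all compounds in the same screening run, cut at about 4.5% in these data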;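 further: 0% = IMP-1 with DMSO and 100% = DMSO wells lacking enzyme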
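System – purified recombinant IMP-1 beta-lactamase · Input – IMP-1 dispensed at 0.2 nM · Timing – 15 min preincubation plus 25 min reaction at 25 °C · Signal – Epi-absorbance fluorescence, 480 nm excitation, 530 nm emission · Measure – percent IMP-1 inhibition derived from blank-referenced optical density · Controls – Enzyme-plus-DMSO low control, enzyme-free DMSO high control · Replication – singlicate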
* hit, by the source's call; / = no result given. An unsorted share of the library; about 5.3% have a hit in one of these screens.

SMILES	GPR7 antagonist	p-CIP stab down	IDE cell inh	PHOSPHO1 block	M18AAP inhibitor	VIM-2 inh	IDE cell activ	NALP1 inh	IMP-1 inh
CCC(C(=O)NC1CC(C)(C)NC(C)(C)C1)c1ccccc1 (centres undefined)	-16	5	1	29	3	0.2	0	5	-2.1
CCc1cc2c(NCc3ccccc3)nc(C)nc2s1	23*	-10	5	35	2	-2.1	-7	1	-2.9
O=C(N/N=C/c1ccc([N+](=O)[O-])o1)c1ccc(NS(=O)(=O)c2cccs2)cc1	-10	-5	-1	15	12	-3.8	-1	14	-3.5
CCn1cc([N+](=O)[O-])c(C(=O)Nc2c(C)nn(Cc3cccc(F)c3)c2C)n1	-9	-4	0	-2	-6	-0.4	2	35	-2.1
ONC(=Nc1ccc(Cl)cc1)c1ccccc1Cl	3	-2	-4	-16	18	-0.5	1	/	-3.6
COC(=O)c1c(-c2ccc(OC)cc2)oc2ccccc12	-9	3	-1	-2	4	0.7	2	11	-1.9
CC(OC(=O)c1ccc(NC(=O)CC#N)cc1)C(=O)NC(=O)NC1CCCCC1 (centres undefined)	-12	1	1	41	-3	-2.3	3	14	-1.1
COc1ccc(CCNC(=O)CN2CCC(C(N)=O)CC2)cc1	5	7	1	-8	7	2.0	2	6	1.8
COc1ccc(NC(=O)c2cc(-c3cccnc3)nc3ccc(C)cc23)cc1OC	-10	-7	/	42	-3	-2.0	1	34*	-2.0
CCC(Sc1nc2ccccc2s1)C(=O)Nc1cc(C)on1 (centres undefined)	-16	19	9	-16	0	-1.6	-1	5	1.5
CCCCNC(=O)CCCCCn1c(=O)[nH]c2cc(OC)c(OC)cc2c1=O	-9	3	1	11	0	-3.5	0	14	-2.0
O=C(NC1CC1)C1CCN(C2CCN(C(=O)CSc3ccccc3)CC2)CC1	-10	1	6	11	-11	-1.2	5	22	-0.8
O=C1C2C3C=CC(C3)C2C(=O)N1c1cccc2ccccc12 (centres undefined)	-6	-11	-2	19	-6	0.6	2	10	-0.6
O=C(N/N=C/c1ccc(N2CCOCC2)o1)c1cccc(F)c1	-8	-1	5	-9	10	-0.7	-7	2	-0.4
Cc1ccccc1N1CC(C(=O)O)CC1=O (centres undefined)	-5	-13	6	6	-2	-5.0	0	-17	-4.8
Cc1c(Cl)c([N+](=O)[O-])nn1CCCC(=O)Nc1cccc(O)c1	2	-8	0	18	0	-1.8	-1	6	-4.7
COc1ccc(CCNC(=O)CCCn2c(SCC(N)=O)nc3cc4c(cc3c2=O)OCO4)cc1OC	-1	2	3	42	-6	1.1	/	21	-1.2
Cc1ccc(-c2ccc(CCC(=O)O)n2NC(=O)c2ccco2)cc1	-6	7	5	-2	-1	-4.0	0	0	-6.0
Cc1cc(C(=O)Cn2cncn2)c(C)n1CCc1ccc(F)cc1	-13	-3	-3	18	25	-2.8	4	41	-3.1
Cc1ccc(NC(=O)Nc2cc(Cl)ccc2C2COC(=O)C2=N)cc1 (centres undefined)	-4	-5	-2	27	-13	-2.0	-5	-5	-3.3
C=CCNC(=O)/C(C#N)=C/c1c(N2CC(C)OC(C)C2)nc2ccccn2c1=O (centres undefined)	-10	0	6	12	-2	0.6	0	4	-2.1
CCOP(=O)(OCC)C(Nc1ccc(F)cc1)c1ccccc1 (centres undefined)	-4	10	14	33	-10	0.1	/	25	0.9
Cc1ccc(NC(=O)CSc2nnc(-c3ccco3)o2)cc1	2	-3	1	7	-2	0.3	0	2	-0.6
COc1ccc(N2CCN(c3ccc(Cl)nn3)CC2)cc1	2	-6	1	-8	-7	-2.6	5	20	-2.4
CCOC(=O)CSc1nc2c(sc(=S)n2-c2ccc(OCC)cc2)c(=O)[nH]1	-18	-2	0	-7	3	-1.2	3	15	-2.3
COc1ccc2[nH]c(C)c(CCNC(=S)Nc3cccc(C)c3C)c2c1	2	-2	3	-9	1	-3.7	6	5	-3.9
CCc1noc(N)c1C(=O)Nc1ccc(Cl)cc1	4	10	4	24	-2	-2.8	6	26	-2.5
COc1ccccc1-c1ccc(Nc2ccc(C(=O)N3CCOCC3)cc2)nn1	-8	-18	6	-3	4	-7.2	-3	8	-5.3
Cc1cccc(N2CCN(S(=O)(=O)c3ccc(-c4ccc(=O)[nH]n4)o3)CC2)c1C	0	-10	-2	17	4	-2.2	-9	4	-3.8
CC(NC(=O)CSc1nc2sc3c(c2c(=O)n1-c1ccccc1)CCCC3)c1ccccc1 (centres undefined)	-1	-21	5	-4	-11	1.8	1	8	0.4

With a hit mark in GPR7 antagonist, among the entries above:
SMILES	GPR7 antagonist	p-CIP stab down	IDE cell inh	PHOSPHO1 block	M18AAP inhibitor	VIM-2 inh	IDE cell activ	NALP1 inh	IMP-1 inh
CCc1cc2c(NCc3ccccc3)nc(C)nc2s1	23*	-10	5	35	2	-2.1	-7	1	-2.9

(continued)
SMILES	GPR7 antagonist	p-CIP stab down	IDE cell inh	PHOSPHO1 block	M18AAP inhibitor	VIM-2 inh	IDE cell activ	NALP1 inh	IMP-1 inh
O=C(CCN1CCN(S(=O)(=O)c2ccc(Br)cc2)CC1)Nc1ccccc1F	16	-1	5	-10	-4	-2.0	1	1	-1.7
Cc1ccc(N2C(=N)/C(=C3/Nc4ccccc4S3)C(c3ccccc3)C2=O)cc1 (centres undefined)	2	-3	-3	-4	2	-3.1	1	48	-0.3
N#CCC(=O)N/N=C/c1c2ccccc2cc2ccccc12	-15	-5	/	6	16	-4.8	2	6	-3.0
CCOC(=O)N1CCC(N2C(=O)c3ccccc3C2=O)CC1	-1	2	1	99*	-9	-0.4	6	15	-1.4
N#CCC1c2ccccc2CCN1C(=O)Nc1ccc(C(F)(F)F)cc1 (centres undefined)	2	0	5	-4	-13	0.9	7	39	0.6
O=S1(=O)CCC(NC(=S)Nc2ccc(Cl)cc2)C1 (centres undefined)	-8	19	6	0	4	-1.9	-3	21	-0.6
O=C(CN1C(=O)c2ccccc2S1(=O)=O)NCCSCc1c(F)cccc1Cl	-3	4	4	18	1	-6.4	-3	4	-5.2
O=C(CSc1nc2ccccc2[nH]1)NCCc1ccc(Cl)cc1	-7	-1	7	11	-5	0.8	1	24	-2.0
CCCc1cc(=O)oc2c(C)c(OCC(=O)N3CCC[C@@H]3C(=O)O)ccc12	-4	-9	1	19	6	23*	-6	-4	-3.7
CCCN1CCc2nc(SCC(=O)Nc3ccc(C)c(Cl)c3)[nH]c(=O)c2C1	-4	-3	0	25	26	-3.4	-4	6	-2.3
CCC(=O)N1CCc2cc(Br)cc(S(=O)(=O)N3CCC(C(=O)NC(C)C)CC3)c21	-13	4	8	2	-3	-1.1	2	22	-2.9
CC(=O)Oc1cccc(C(=O)Nc2c[nH]c(=O)[nH]c2=O)c1	-6	-16	-4	12	6	0.3	/	15	-3.2
COCC(=O)Nc1cc(OC)c(Cl)cc1OC	-9	0	7	14	-4	-4.6	0	17	-4.2
CCOCCc1c(O)nc(SCC(=O)NCc2ccco2)[nH]c1=O	-2	7	0	11	4	-5.1	3	0	-5.0
COc1ccc(C(C(=O)NC2CCCC2)N(CCCO)C(=O)Cn2nnc(-c3ccc(C)o3)n2)cc1 (centres undefined)	-13	4	3	-12	-3	-2.7	-1	-6	-0.6
CCOc1ccccc1CN1CCC(CO)(CCOc2ccccc2)CC1	27*	15	-3	-8	11	-0.8	1	1	0.9
Cc1ccc(C)c(NC(=O)Cn2nnc(-c3ccc(N4CCOCC4)cc3)n2)c1	-12	-34	0	25	0	-5.1	3	1	-2.5
CCOc1ccc(C(C)=O)cc1CSC(=N)N	-9	-9	5	32	1	-1.3	2	3	-1.1
O=C(C[N+]12CC[N+](CC(=O)c3ccc(F)cc3)(CC1)CC2)c1ccc(F)cc1	7	25	3	-17	-2	-1.1	2	-4	-1.0
O=C(CSc1cn(CC(=O)N2CCOCC2)c2ccccc12)N1CCOCC1	-4	-10	5	28	5	-7.3	0	-10	1.6
CC(C)C(=O)Nc1ccc(NC(=O)c2cccc(F)c2)cn1	-2	2	11	-5	4	-3.9	2	13	-3.5
CCN(C(=O)COC(=O)c1cc(S(=O)(=O)N2CCc3ccccc32)ccc1OC)C1CCS(=O)(=O)C1 (centres undefined)	7	-17	3	-3	5	2.4	0	-2	0.0
CCCC1C(c2ccc(OC)cc2)C(C#N)(C#N)C2(C#N)CC1(N)NC2=O (centres undefined)	4	-1	7	13	4	-0.5	3	4	-0.4
CC(/C=C/c1ccccc1)=N\NC(=S)NC(C)C	-20	-6	-6	34	2	-6.2	5	6	-4.2
Cc1ccc(C(C(=O)NC2CCCC2)N2CCCCC2)cc1 (centres undefined)	-1	-13	-1	-6	1	-0.2	-1	28	-1.4
CCOc1ccc(CN2CCN(C(=O)c3ccccc3)CC2)cc1	-5	1	2	16	13	-1.3	1	14	-1.4
CC(=O)c1cccc(NS(=O)(=O)c2cc3c(cc2C)N(C(C)=O)CCO3)c1	-4	-8	0	18	-5	-0.9	-3	22	-3.4
CCOC(=O)Cc1csc(NC(=O)c2cccc(OC)c2)n1	-5	-2	3	-6	2	-2.4	-6	17	-0.5
COC(=O)c1scc(C)c1NC(=O)C1CCCCC1	-14	2	-5	14	-8	0.5	3	-10	-2.9
O=c1c(-c2ccc(F)cc2)[n+]([O-])c2ccccc2n1OCc1ccccn1	-1	6	3	-22	-2	-6.2	1	12	-4.8
CCn1ncc([N+](=O)[O-])c1C(=O)N1CCCC1	-4	-8	-4	7	-3	-0.9	3	7	-2.7
COC(=O)c1ccccc1CSc1nsc(/C=C/N(C)C)c1C#N	-16	-2	0	-144	48*	-2.2	1	18	-2.5
COc1ccc(Cl)cc1NC(=S)Nc1cccnc1	-8	-3	10	-4	1	-2.6	-2	-10	-1.4
Cc1cc(C(=O)O)ccc1-c1ccc(/C=C2\NC(=O)N(Cc3ccccc3Cl)C2=O)o1	-2	-14	6	-6	3	-2.5	-4	12	-2.3
COc1cccc(OC)c1Oc1ccc(C(F)(F)F)cn1	2	-9	-5	29	-3	-3.3	5	16	-2.5
C=CCn1c(COc2ccc(CC)cc2)nnc1SC/C(O)=C(\C#N)c1nc2ccccc2[nH]1	-6	-1	-3	21	2	-4.4	1	1	-2.7
CCc1c(C)nc(SCC(=O)Nc2ccc(Br)cc2)[nH]c1=O	2	-8	1	7	-1	-3.0	3	-7	0.5
O=C(CC1c2ccccc2Oc2ccccc21)Nc1ccccc1C(F)(F)F	-8	-6	1	2	2	1.0	0	27	-0.6
NS(=O)(=O)c1ccc(NC(=O)/C(=C/c2ccncc2)NC(=O)c2ccccc2)cc1	-2	-12	1	23	-11	0.1	0	19	-0.4
Cc1ccc(S(=O)(=O)N2CCN(C(=O)CSc3nc4ccccc4o3)C2)cc1	4	-2	-8	-9	5	-1.4	2	-2	0.8
CCOCCOC(=O)C1=C(C)N(C)C(=O)NC1c1ccccc1F (centres undefined)	-7	-6	-5	-28	1	-1.9	-1	4	-2.2
